# TNF necrop inh – blocks TNF-alpha induced death of Jurkat FADD-/- cells. 0.068% of 220,000 active. AID 463075. Jurkat FADD-/- TNF necroptosis rescue, ATP luminescence, 24 h; 0 = TNF only, 100 = no-TNF cells. activation (protection from cell death), % at 10 µM;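 active = activation, meaning protection from cell death, of at least 50% relative to plate controls; inactive = activation below 50%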;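 note: necroptosis triggered by 40 ng/mL TNF-alpha added together with compound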
# Ba/F3 V617F tox – loss of viability in JAK2V617F-driven Ba/F3 cells; 1.1% of 220,000 active; Ba/F3 EpoR-JAK2V617F viability, ATP luminescence; inhibition, % at 5.6 µM;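 active = inhibition above the campaign mean plus 3 SD over all tested compounds, cut at about 24% in these data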;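 note: cytokine-independent growth of Ba/F3 cells driven by EpoR plus mutant JAK2; 0% = DMSO-treated cells and 100% = JAK inhibitor I control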
# TRPML3 agonist – activates the human TRPML3 channel | HEK293 TRPML3-YFP, Fluo-8 calcium fluorescence; 100% = the carbachol control signal | activation, % at 3 µM | 0.29% of 220,000 active;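 active = activation above its plate's cutoff, the mean activation of the plate's test wells plus 3 SD, cut at about 12% in these data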;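 note: 0% = DMSO only wells and 100% = carbachol wells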
# Target sequence (Q8TDD5 whole entry, looked up): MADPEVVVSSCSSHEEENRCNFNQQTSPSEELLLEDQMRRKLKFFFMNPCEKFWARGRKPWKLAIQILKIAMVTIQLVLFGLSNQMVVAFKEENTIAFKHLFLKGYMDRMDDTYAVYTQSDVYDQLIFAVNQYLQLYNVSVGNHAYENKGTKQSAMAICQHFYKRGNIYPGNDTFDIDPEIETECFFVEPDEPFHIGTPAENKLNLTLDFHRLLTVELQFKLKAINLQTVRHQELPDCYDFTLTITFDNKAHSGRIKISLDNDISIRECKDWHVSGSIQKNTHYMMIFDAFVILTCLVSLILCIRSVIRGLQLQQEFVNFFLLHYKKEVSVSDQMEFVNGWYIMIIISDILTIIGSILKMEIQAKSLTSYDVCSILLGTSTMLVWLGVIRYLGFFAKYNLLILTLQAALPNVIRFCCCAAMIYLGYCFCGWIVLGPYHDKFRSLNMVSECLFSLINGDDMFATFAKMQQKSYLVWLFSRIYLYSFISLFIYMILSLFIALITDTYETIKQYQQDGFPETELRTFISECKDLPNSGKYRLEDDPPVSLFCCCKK
#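 Test system – HEK293 line with stable expression of human TRPML3-YFP channel · Control set – carbachol 87 µM final as high control (100%), DMSO as low control (0%) · Signal – Fluo-8 calcium dye fluorescence, ex 470-495, em 515-575 nm · Incubation – 1-h 37 °C dye load, 5-s basal, 120-s post-compound reads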
# Wee1 stabilizer – blocks degradation of human Wee1 kinase; HeLa Luc-Wee1K328M stability, luciferase luminescence; 100% = proteasome inhibitor MG132 effect; reporter increase, % at 5 µM; 1.2% of 220,000 active; AID 1321;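 active = activation above the mean of all tested compounds plus 3 SD, set per screening run, cut at about 8.8% in these data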;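 note: cells exposed to compound for 20 h before luminescence read; 0% = DMSO alone and 100% = MG132 at 30 µM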
# PPC-1+TRAIL kill – compounds killing PPC-1 cancer cells with TRAIL present (potentiator screen, no TRAIL-free arm); PPC-1 cells + TRAIL, ATPLite viability luminescence; cell killing (% activity), % at 4 µM; 0.41% of 220,000 active; AID 1443;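 active = cell killing above 50% in the first pass at 4 µM, then a duplicate retest at 5 µM averaging 50% or more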;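 note: plate controls were cells with TRAIL plus DMSO for no effect and medium-only wells lacking cells for full effect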
# zfTRPN1 agonist – agonists of zebrafish TRPN1 channel; HEK293 zebrafish TRPN1-YFP, Fluo-8 calcium fluorescence; 100% = response to 87 µM carbachol; activation, % at 3 µM; 0.18% of 220,000 active; AID 1424;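 active = activation above its plate's cutoff, the mean activation of test wells on that plate plus 3 SD, cut at about 19% in these data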;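 note: 0% = DMSO alone and 100% = 87 µM carbachol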
#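 Assay system: Zebrafish TRPN1-YFP in HEK293 cells | Incubation: Dye loading 1 h at 37 °C, then 30 min room temperature | Measured by: Kinetic Fluo-8 fluorescence, ex 470-495, em 515-575 nm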
# BaF3 parental – parental Ba/F3 viability inhibition as JAK2V617F counter-screen | CellTiter-Glo ATP luminescence | inhibition, % at 5.6 µM | 1.1% of 220,000 active | AID 1486;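 active = inhibition above a per-campaign cutoff, the mean inhibition of all tested compounds plus 3 SD, cut at about 27% in these data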;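 note: 0% = DMSO wells and 100% = JAK Inhibitor I control wells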
# RBBP9 inhibitor – inhibitors of human serine hydrolase RBBP9; O75884; recombinant RBBP9, FP-Rh probe fluorescence polarization; inhibition, % at 7.94 µM; 0.2% of 220,000 active; AID 1515;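 active = inhibition above the campaign mean of all tested compounds plus 3 SD, cut at about 14% in these data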;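 note: plate controls were DMSO wells with RBBP9 for no effect and wells lacking RBBP9 protein for full effect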
# Target sequence (O75884 whole entry, looked up): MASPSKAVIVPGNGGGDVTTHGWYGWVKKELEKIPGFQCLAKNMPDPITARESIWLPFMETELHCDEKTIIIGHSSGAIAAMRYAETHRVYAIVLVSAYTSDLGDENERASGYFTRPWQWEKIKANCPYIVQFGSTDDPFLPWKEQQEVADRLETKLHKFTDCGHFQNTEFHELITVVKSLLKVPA
#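 Test system: recombinant human RBBP9; Timing: 30 min then 45 min, 25 °C; Detection: fluorescence polarization; Control set: RBBP9 with DMSO as uninhibited control, no-protein wells as full inhibition; Compound dosing: one concentration, 7.94 µM nominal, 0.794% DMSO; Probe or stimulus: FP-Rh activity-based probe, 375 nM before mixing.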
# CHOP inhibitor – inhibitors of CHOP induction in ER stress response. CHO-K1 CHOP-promoter luciferase, tunicamycin-induced, 15-18 h. inhibition, % at 10 µM. 3.8% of 220,000 active;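 active = compounds that reduced the stress-induced luciferase reporter signal by more than about 70% of percent inhibition, limit read from the data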;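 note: 0% = tunicamycin plus vehicle and 100% = wells without tunicamycin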
# An asterisk follows results filed as active; nt = no result given.
SMILES,TNF necrop inh,Ba/F3 V617F tox,TRPML3 agonist,Wee1 stabilizer,PPC-1+TRAIL kill,zfTRPN1 agonist,BaF3 parental,RBBP9 inhibitor,CHOP inhibitor
OCCN1CCN(CC(O)COc2ccc(C34CC5CC(CC(C5)C3)C4)cc2)CC1 (configuration not stated),-16,9,1.8,-1,22,-0.6,9,2,15
CCOc1ccc2[nH]cc(C(=O)N3CCN(CC)CC3)c(=O)c2c1,1.1,-3,0.4,3,21,0.2,1,3,-4
Cc1ccc(CNc2ncnc3cc(Cl)ccc23)o1,-1.0,1,1.2,5,7,2.9,8,-4,32
COc1ccc(C2C(C#N)=C(C)NC(C)=C2C#N)c(OC)c1,-2.1,6,-0.1,4,11,-1.4,7,0,24
COC(=O)/C=C1\S/C(=N/NC(=O)c2ccc(OC)cc2)NC1=O,-0.5,5,0.7,1,-10,2.0,10,-7,-1
O=C(Cc1cccs1)Nc1nnc(SCc2ccc(Br)cc2)s1,3.3,-1,1.7,-2,34,1.1,8,-2,76*
CCCCC(=O)NC(=S)Nc1cccc(NC(=O)c2ccccc2)c1,2.1,-2,-0.9,0,1,-2.4,1,1,39
O=C(C1CCN(Cc2cn[nH]c2-c2ccc(F)cc2F)CC1)N1CCOCC1,-0.5,4,-0.1,3,-12,0.4,7,-1,14
CC12CCC(C(=O)N3CCN(C(=O)C45CCC(C)(C(=O)O4)C5(C)C)CC3)(OC1=O)C2(C)C,0.5,-2,0.8,-1,nt,-0.3,2,-2,nt
COc1ccc(Cc2c(O)nc(SC)n(C(C)=O)c2=O)cc1,2.3,-5,-0.1,-2,-9,0.3,-1,3,48
Cc1ccc(/C(N)=N/OC(=O)Cc2cccc3ccccc23)cc1,-0.5,4,1.5,-1,7,-1.2,10,-6,22
Cc1csc(SCC(=O)Nc2ccc(Cl)cn2)n1,13,-1,0.7,2,11,-0.9,9,3,17
COc1cc(Nc2nc(SCC#N)nc3ccccc23)cc(OC)c1OC,2.2,-1,-0.5,1,-4,0.3,4,-5,6
CC(=O)c1ccc(N2CCN(C(=O)C3CCN(S(=O)(=O)Cc4ccccc4)CC3)CC2)cc1,1.3,0,1.7,2,4,0.8,6,5,-3
Cc1cnc(C(=O)OCC(=O)Nc2ccc(Oc3ccccc3)cc2)cn1,-1.2,-4,0.2,-1,-3,1.0,0,5,31
O=C(CC(C(=O)O)C1CCCO1)Nc1cccc(C(F)(F)F)c1 (configuration not stated),1.3,-4,0.4,-3,16,1.9,2,1,19
COC(=O)c1ccccc1NC(=O)CC(NCc1ccccc1)C(=O)O (configuration not stated),-1.1,-6,0.8,-2,nt,-0.4,-1,-5,nt
CCOC(=O)N1CCN(c2c(-c3ccccc3)c3cc(Cl)ccc3[nH]c2=O)CC1,-6.6,-4,-0.4,-3,18,-1.8,0,-5,47
Oc1ccc(C[C@@H]2CNC(=S)N2CCCCC2CCCCC2)cc1,-1.4,1,0.7,-2,-4,1.2,1,-2,-6
CCCNC(=O)C(=O)c1cccn1-c1ccsc1C(=O)OC,-0.3,-5,0.8,-2,7,-0.1,4,1,0
Nc1ccc2oc(-c3cccs3)nc2c1,-2.2,-1,-0.1,0,14,-0.4,5,-10,-24
O=C(Cc1ccc(Cl)cc1Cl)OCC(=O)N1CCN(C(=O)c2ccco2)CC1,0.2,-6,0.4,-1,12,-1.4,-1,-9,-8
COC(=O)Cc1csc(Nc2ccccc2Cl)n1,0.7,0,-0.8,9,14,1.1,7,0,8
COc1cc(C2N(c3ccccn3)C(=O)C3CCCN32)cc(OC)c1OC (configuration not stated),-0.3,-1,0.8,-1,13,0.2,3,-2,19
S=c1[nH]c2ccccc2c2ccccc12,1.5,-2,0.4,-1,-5,0.6,-2,-1,-2
COc1ccccc1Oc1ncnc2c1oc1ccccc12,-0.8,-4,-0.6,-1,4,-0.7,4,2,-4
Cc1n[nH]c(=S)n1/N=C/c1ccc(Br)o1,-1.4,-3,0.7,4,-30,0.5,-2,-7,14
O=C(Nc1ccc([N+](=O)[O-])cc1)C1(c2ccccc2)CCOCC1,1.1,0,0.5,-3,28,2.0,8,-5,-3
CCN(C(=O)COC(=O)c1cc2ccccc2cc1O)C1CCS(=O)(=O)C1 (configuration not stated),-0.6,2,0.6,-3,-24,0.9,-4,-3,10
CC(=O)Nc1cc(NC(C)=O)c(N=Nc2ccccc2)cc1C,-2.4,18,0.4,1,-1,1.5,17,-3,-15
CCOC(=O)C1C(=O)CC(C)(O)C(C(=O)OCC)C1c1cccc(OC(F)(F)C(F)F)c1 (configuration not stated),-1.2,3,-0.8,-2,-4,-1.4,11,2,1
Cc1nn(Cc2nc(-c3cccs3)no2)c(C)c1Br,8.8,-3,-0.6,-1,6,-0.5,1,-6,-3
COc1cc(/C=N\NC(=O)c2nonc2N)c(OC)cc1Br,-2.8,-3,0.3,-1,14,-0.4,3,6,-21
CCOc1cc(C(=O)OCc2ccc(C(=O)OC)o2)cc(Br)c1OC,-0.4,3,-0.1,-3,-1,1.1,6,3,19
Cc1ccc(NNC2CC(=O)N(c3cccc(Cl)c3)C2=O)cc1 (configuration not stated),-0.6,3,0.8,-2,15,1.1,10,3,-18
O=C(Nc1cc(C(F)(F)F)ccc1N1CCOCC1)c1ccco1,-0.4,-1,0.1,0,-8,-0.3,0,-5,68
O=C(Cn1cc2c(n1)CCCC2)NC1CCCCCC1,1.5,3,0.7,-3,-9,1.2,5,6,-6
Cc1ccc(/C=N/Nc2ccc(Cl)nn2)cc1,0.1,-3,-0.4,7,-3,1.8,-5,-4,78*
CCOC(=O)c1[nH]c(C(=O)O)c(OC(=O)CC)c1C,0.9,1,0.2,0,13,1.1,1,-7,10
Cc1ccc(S(=O)(=O)NCCCN2CCOCC2)c(C)c1,0.7,1,0.5,1,8,0.9,3,-5,-2
CCN(CC)S(=O)(=O)c1ccc(N2CCCC2)c(NS(=O)(=O)c2cccs2)c1,0.5,5,3.1,-3,-8,-1.0,7,-4,20
COCCNC(=O)c1ccc(CS(=O)(=O)c2ccc(Cl)cc2)o1,-2.7,1,0.0,-2,2,0.9,1,5,-5
COc1ccc2ccc3c(c2c1)N=CC1(O3)N(C)c2ccccc2C1(C)C (configuration not stated),-4.8,5,-0.1,-1,24,0.9,6,6,45
Cc1cccc(OCC(=O)Nc2nonc2NC(=O)COc2cccc(C)c2)c1,-1.6,-1,-0.3,-1,nt,-0.2,2,-5,-13
Cc1cc2ccccn2c1C(=O)c1nc(NCc2ccco2)ncc1Cl,1.4,-4,0.2,-2,-1,-0.1,3,-9,10
COc1ccc(C2=Nc3ccc(C)cc3C(c3ccccc3)N2CC(=O)NN)cc1 (configuration not stated),0.8,-1,0.2,3,-1,-0.2,3,-8,-5
CC(=O)N1CCN(C2=NC(=O)C(=C3CCCCC3)S2)CC1,-0.8,-1,1.2,8,5,-0.1,-1,-8,-10
Cc1ccccc1Cn1c(=O)n(CCCC(=O)NCc2ccco2)c(=O)c2ccccc21,1.3,-1,-0.2,0,-14,-2.1,2,-5,7
COc1cc(CNCCO)cc(Br)c1OCc1ccccc1Cl,-15,-5,1.3,0,10,-0.1,2,-4,-30
COc1ccccc1CC(=O)N1CCN(c2ccc([N+](=O)[O-])cc2)CC1,1.3,-5,4.1,-2,9,3.3,5,-1,8
CNc1c([N+](=O)[O-])cnn1-c1ccc(Cl)cc1Cl,-3.3,-3,-0.4,-1,16,-0.8,3,-2,-3
O=C(CN1C(=O)CCC1=O)Nc1nc(-c2ccc(Cl)s2)cs1,1.4,-1,0.6,2,28,0.3,4,-11,29
CCCc1nc2ccccc2c(=O)n1/N=C/c1ccccc1O,-3.3,-5,0.6,0,21,-0.9,-1,2,48
O=c1[nH]c(SCc2ccccc2)nc2ccsc12,0.9,0,0.3,-2,4,-0.2,0,-5,-9
COC(=O)c1ccc(NC(=O)Nc2ccc(OC)cc2)cc1,4.8,0,2.1,-1,9,4.8,11,5,-8
O=C(O)COn1c(-c2ccccc2)nc2ccc([N+](=O)[O-])cc21,-1.1,7,1.1,11*,26,2.4,8,-7,-29
Cc1cc(NS(=O)(=O)c2ccc(NC(=O)C(C)Oc3ccc4c(C)cc(=O)oc4c3)cc2)no1 (configuration not stated),-0.2,5,0.6,3,-9,-0.8,4,-7,-4
CCCSc1nc2c(=O)[nH][nH]c(=O)c2n1Cc1ccccc1,-1.1,-5,-0.4,2,4,-1.0,3,-7,33
Cc1ccc(CCNC(=O)C2CCC(=O)N2C2CCCC2)cc1 (configuration not stated),-1.6,-1,0.6,0,6,1.6,2,-6,-11
CCOc1cc(/C=N/NC(=O)C(C)Sc2ccccc2)ccc1O (configuration not stated),0.8,3,-0.2,-1,-1,-1.2,4,-7,-25

# As entered above.
# CC(=O)N1CCN(C2=NC(=O)C(=C3CCCCC3)S2)CC1 in RBBP9 inhibitor shows -8
# COc1ccc(C2=Nc3ccc(C)cc3C(c3ccccc3)N2CC(=O)NN)cc1 (configuration not stated) in CHOP inhibitor shows -5

# Next part.
SMILES,TNF necrop inh,Ba/F3 V617F tox,TRPML3 agonist,Wee1 stabilizer,PPC-1+TRAIL kill,zfTRPN1 agonist,BaF3 parental,RBBP9 inhibitor,CHOP inhibitor
O=C(Nc1ccccc1C(F)(F)F)N1CCC(N2CCCCC2)CC1,-2.8,2,0.8,-1,-12,-0.9,1,-4,6
COCCNC(=O)CN(c1ccc(C)cc1)S(=O)(=O)c1ccc(SC)cc1,-0.2,2,0.6,1,21,1.4,10,2,29
COC(=O)N/N=C/c1ccc(-c2cc(Cl)cc(Cl)c2)o1,0.4,-1,-0.6,2,20,-0.4,4,3,20
N#Cc1c(/N=C/c2ccco2)sc2c1CCCCC2,-11,-4,0.6,0,7,-1.3,3,-2,-36
COc1ccc(C(=O)Nc2nc3nc(-c4ccccc4)cc(=O)n3[nH]2)cc1,-0.6,2,0.3,-2,6,0.8,2,-5,0
Cc1cc(=O)oc2c(CN3CCCCC3)c(O)c(Cl)cc12,-0.4,7,0.1,5,24,0.1,7,0,-32
Cc1cc(Cl)c(S(=O)(=O)Nc2cccc(O)c2)cc1OCC(N)=O,0.7,-2,0.9,9.9*,23,0.8,5,-7,5
CCCOc1ccc(C(C(=O)OCCN(CC)CC)c2ccccc2)cc1 (configuration not stated),1.1,-3,1.1,-3,-4,-1.3,1,7,5
Cc1cc([N+](=O)[O-])c(C)cc1-c1ccc(/C=N/NC(=O)Cn2nnnc2N)o1,-0.6,-2,0.3,-2,2,-0.7,3,-10,16
COc1ccc(N2CCN(Cc3nnnn3C3CCCCC3)CC2)cc1,1.9,-1,1.0,1,3,1.6,1,-4,32
NC(=O)NC(=O)COC(=O)c1sc2ccccc2c1Cl,1.2,-2,0.1,-2,-4,-0.6,-5,-5,6

# Bioassay records as filed in PubChem BioAssay.

# The order is random. About 6.8% of those tested had a hit in this group.
